Compound activity as filed in PubChem BioAssay.
ROC1-CUL1 inh – inhibitors of human ROC1-CUL1 ubiquitin ligase activity; inhibition, % at 10 µM; AID 1347404; actives 0.6% (n = 140,000); in vitro K48 di-Ub FRET, acceptor:donor ratio, 45 min; in the data active = inhibition above about 25%
Target sequence (P62877 whole entry, looked up): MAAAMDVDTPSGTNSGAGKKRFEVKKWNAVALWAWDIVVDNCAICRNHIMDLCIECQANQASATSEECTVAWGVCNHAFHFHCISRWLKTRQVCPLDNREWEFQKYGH
Target sequence (Q13616 whole entry, looked up): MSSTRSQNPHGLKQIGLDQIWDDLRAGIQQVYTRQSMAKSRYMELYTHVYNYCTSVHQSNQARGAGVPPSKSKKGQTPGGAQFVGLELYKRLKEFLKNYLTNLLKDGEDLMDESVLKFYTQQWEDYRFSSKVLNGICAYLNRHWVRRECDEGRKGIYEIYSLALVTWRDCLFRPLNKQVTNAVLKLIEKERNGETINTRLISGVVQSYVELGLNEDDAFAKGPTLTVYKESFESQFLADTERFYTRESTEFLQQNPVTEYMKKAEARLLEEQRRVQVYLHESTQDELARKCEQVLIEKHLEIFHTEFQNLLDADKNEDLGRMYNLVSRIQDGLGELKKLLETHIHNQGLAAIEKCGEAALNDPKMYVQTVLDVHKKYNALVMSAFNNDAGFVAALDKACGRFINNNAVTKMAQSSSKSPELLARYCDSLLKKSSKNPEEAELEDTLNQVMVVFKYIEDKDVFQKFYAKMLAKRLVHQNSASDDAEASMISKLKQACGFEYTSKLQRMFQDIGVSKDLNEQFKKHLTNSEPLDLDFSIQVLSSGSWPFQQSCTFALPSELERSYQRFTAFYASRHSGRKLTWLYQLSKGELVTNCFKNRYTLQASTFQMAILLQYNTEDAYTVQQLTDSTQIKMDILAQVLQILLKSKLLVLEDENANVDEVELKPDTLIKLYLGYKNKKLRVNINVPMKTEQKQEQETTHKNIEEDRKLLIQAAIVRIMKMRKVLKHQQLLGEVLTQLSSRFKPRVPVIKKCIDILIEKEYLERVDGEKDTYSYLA
Numbers without * were called inactive.

ROC1-CUL1 inh,molecule
4.5,CN(C)Cc1ccc(C#N)cc1
-4.8,O=C1C(=O)c2c(C(=O)c3cccs3)coc2-c2ccccc21
2.1,C=CCNC(=O)c1ccc([N+](=O)[O-])c(Cl)c1
-4.6,COc1ccc(CC(=O)Nc2cccc(/C(C)=N\NC(=O)c3ccc(Cl)s3)c2)cc1
-2.5,CC1=NN(c2ccc(C)cc2C)C(=O)C1C(c1ccccc1[N+](=O)[O-])C1C(=O)N(c2ccc(C)cc2C)N=C1C (stereo not drawn)
3.4,Cc1ccc(OC(C)C(=O)Nc2ccc(F)cc2)c(C)c1 (stereo not drawn)
-0.2,CCc1ccc(S(=O)(=O)c2nnn3c2nc(NCCC(C)C)c2cc(Cl)ccc23)cc1
11.1,COc1ccc(-c2onc(C)c2C)cc1S(=O)(=O)NCc1ccc(C)o1
9.1,COc1ccc(O[C@@H]2O[C@@H]3COC(c4ccc(OC)cc4)O[C@H]3[C@H](O)[C@H]2NC(C)=O)cc1 (stereo partly drawn)
3.2,Cc1cc(Br)c(NC(=O)CSCCO)cc1C
3.8,c1cnc2ncc3sccc3c2c1
-10.5,COc1ccc(CN2C(=O)C(NC(=O)c3ccc(C)cc3)(C(F)(F)F)N=C2c2ccccc2)cc1 (stereo not drawn)
2.4,O=C(O)CCn1ccc2cc(S(=O)(=O)N3CCCCC3)ccc21
-5.1,COCCN1C(=O)CC(CC(=O)N2CCC(c3ccccc3F)C2)(c2ccccc2OC)C1=O (stereo not drawn)
4.4,FC(F)(F)c1nnc2sc(-c3ccccc3)nn12
-6.1,COc1ccc(CCNC(=O)Cc2c(C)c3c(cc(C)c4c(C)c(C)oc43)oc2=O)cc1
7.0,CCNC(=O)c1cccc(OCCc2ccccc2)c1
-3.0,CN1CCN(NS(=O)(=O)c2cccs2)CC1
-10.2,Cc1cc(C(=O)NCc2cccnc2N2CCOCC2)no1
-1.9,C=CCNCCOc1ccc(Cl)cc1
-4.0,Cc1cccc(N2C(=O)C3CC=CCC3C2=O)c1 (stereo not drawn)
-3.8,O=c1[nH]c(-c2ccncc2)nc2ccccc12
-3.0,Cc1nc2scc(-c3ccc(C(C)(C)C)cc3)c2c(=O)n1N
-13.6,Cc1nc(N(C)C)ncc1C(=O)O
4.8,COc1ccc(C(=O)Nc2ccc(NC(=O)c3cccs3)cc2)cc1OC
7.5,Cc1ccc(N2CCN(S(=O)(=O)c3ccc(C(C)C)cc3)CC2)cc1Cl
-13.6,CNc1ccccc1C(=O)OCc1ccc(Br)cc1
5.8,COC(=O)c1c(NC(=O)CCCOc2ccc(C(C)(C)C)cc2)sc2c1CCC(C)C2 (stereo not drawn)
3.2,COc1cccc(C(=O)N2CCc3cc(OC)c(OC)cc3C2c2ccccc2)c1 (stereo not drawn)
15.2,CCCNS(=O)(=O)c1ccc2[nH]c(=O)cc(C)c2c1
2.2,O=C1NC(c2ccccc2)(C(F)(F)F)NC2Sc3ccccc3N12 (stereo not drawn)
-1.7,CCOc1ccc(NC(=O)CSc2ncc3c(n2)-c2ccccc2N(Cc2ccccc2C)S3(=O)=O)cc1
10.3,CC1=NN(Cc2ccccc2)C(=O)C1C(c1cccc(Cl)c1)C(C#N)C#N (stereo not drawn)
-7.0,CS(=O)(=O)N(CCc1ccccc1)CC(=O)Nc1ccc(Br)cc1F
-3.5,C/C(=N\Nc1nc(-c2ccc(Cl)cc2Cl)cs1)c1ccc(Br)cc1
4.6,CCCCc1nc2n[nH]c(N)c2c2c1CSC(C)(C)C2

4 of these compounds in a different format.
CC1=NN(Cc2ccccc2)C(=O)C1C(c1cccc(Cl)c1)C(C#N)C#N (stereo not drawn)
  ROC1-CUL1 inh: 10.3

CS(=O)(=O)N(CCc1ccccc1)CC(=O)Nc1ccc(Br)cc1F
  ROC1-CUL1 inh: -7.0

C/C(=N\Nc1nc(-c2ccc(Cl)cc2Cl)cs1)c1ccc(Br)cc1
  ROC1-CUL1 inh: -3.5

CCCCc1nc2n[nH]c(N)c2c2c1CSC(C)(C)C2
  ROC1-CUL1 inh: 4.6

Carrying on:
ROC1-CUL1 inh,molecule
39.2*,CC(NC(=O)c1cc([N+](=O)[O-])cc2c1-c1c(cc([N+](=O)[O-])cc1[N+](=O)[O-])C2=C(C#N)C#N)c1ccccc1 (stereo not drawn)
-4.7,Cc1ccsc1[C@@H]1C[C@H]2CN(Cc3cccnc3)C(=O)[C@]23CCCN13
6.3,CCN(CC)CCNC(=O)C(=O)NCC(c1cccnc1)N1CCN(c2ccc(F)cc2)CC1 (stereo not drawn)
6.9,COc1ccc(-c2cc(-c3ccccc3)nc3sc(C(=O)Nc4cccc(C(F)(F)F)c4)c(N)c23)cc1
-6.0,O=C(CSc1nnc(-c2ccc3c(c2)OCO3)o1)Oc1ccccc1
11.0,Cc1ccc(C(=O)N(C)Cc2ccccc2)cc1[N+](=O)[O-]
-0.6,COc1ccc2cc3c(N)c(C(=O)Nc4ccc(C(C)=O)cc4)sc3nc2c1
2.6,CC(C)c1nccn1CCCNC(=O)c1ccc(N2CCCCO2)nc1
-3.5,CC(=O)Nc1cccc(C(=O)OC(C(=O)c2ccc(C)c(C)c2)c2ccccc2)c1 (stereo not drawn)
5.8,CC(=O)C1=C(OC(=O)C(C)C)c2ccccc2S(=O)(=O)N1Cc1ccccc1
-3.1,CCNS(=O)(=O)c1cc(C(=O)NC(C)CC)ccc1OC (stereo not drawn)
-8.8,Cc1oc(NC(=O)C(F)(F)F)c(C#N)c1C

The list goes on; it opens with the 5 that closed the last part.
ROC1-CUL1 inh,molecule
2.6,CC(C)c1nccn1CCCNC(=O)c1ccc(N2CCCCO2)nc1
-3.5,CC(=O)Nc1cccc(C(=O)OC(C(=O)c2ccc(C)c(C)c2)c2ccccc2)c1 (stereo not drawn)
5.8,CC(=O)C1=C(OC(=O)C(C)C)c2ccccc2S(=O)(=O)N1Cc1ccccc1
-3.1,CCNS(=O)(=O)c1cc(C(=O)NC(C)CC)ccc1OC (stereo not drawn)
-8.8,Cc1oc(NC(=O)C(F)(F)F)c(C#N)c1C
-4.3,COc1ccc(OC)c(C2C3=C(CCCC3=O)N(c3cccc(C(F)(F)F)c3)C(=N)C2C#N)c1 (stereo not drawn)
2.3,COc1ccc(F)c(CN2CCC(N3CCC(C(=O)N4CCCC4)CC3)CC2)c1
0.2,Cc1ccc(Cl)cc1N1CCN(C(=O)c2cc(S(=O)(=O)N3CCCC3)c[nH]2)CC1
1.6,COC(=O)CSc1nc2ccc(C)cc2[nH]1
-2.3,CC1(C)CC(CCNC(=O)Nc2ncn[nH]2)(c2ccccc2)CCO1 (stereo not drawn)
1.2,CC1CC(C)CN(CC(O)COC23CC4CC(CC(C4)C2)C3)C1 (stereo not drawn)
3.4,Cc1cc(C)c2oc(C(=O)Nc3c(C(=O)Nc4ccccc4)oc4ccccc34)cc(=O)c2c1
7.2,COC(=O)c1ccccc1OC(=O)C1CC1
-10.7,Cc1cccc(C(=O)Nc2c(-c3ccc(F)cc3)nc3ccccn23)c1
0.3,c1ccc(OCc2nnc3sc(-c4cccs4)nn23)cc1
-4.6,O=C(NC1CCCCC1)c1ccc2c(c1)N(Cc1cccc(F)c1)C(=O)c1ccccc1S2
3.3,O=C(Cn1cnc2nc3c(cc2c1=O)CCCC3)N1CCN(c2ccccc2)CC1
-3.6,O=C(c1ccc(N2CCCCCC2)nc1)N1CCC(Oc2cccnc2)CC1
2.5,CC(C)CC(=O)N1CCN(c2ccc(NC(=O)c3ccccc3F)cc2)CC1
-3.3,CCOc1cccc(CN2CCN(C3CCCC3)C(CCO)C2)c1O (stereo not drawn)
-4.1,CCOc1ccc(CNC(=O)C2CCN(c3nc4ccccc4nc3C(F)(F)F)CC2)cc1OC
1.5,Cc1ccccc1CNC(=O)Cn1c(C)c2cnn(-c3ccccc3)c(=O)c2c1C
-3.4,O=C(CN1CCN(Cc2ccc(F)cc2)C1=O)NCc1ccccc1
-1.3,O=C(NCc1cccnc1)c1ccc(N2CCC(NCC3(N4CCOCC4)CCCC3)CC2)cc1
16.2,CCN(CC)CC(O)COc1ccc(CNCC(C)C)cc1OC (stereo not drawn)
-4.5,O=C(/C=C/c1ccccc1)Nc1ccc(NC(=O)c2cccs2)cc1
4.9,Cc1ccc(C2=N/C(=C\c3ccccc3F)C(=O)N2Nc2ccccc2)cc1
1.1,Cc1nn(C)c(NC23CC4CC(CC(C4)C2)C3)c1[N+](=O)[O-]
-2.4,O=C(Cn1c(-c2ccccn2)nc2ccccc21)NCCc1ccccc1
-3.1,Cc1sc(C2C3=C(CCCC3=O)N(c3cccc(Cl)c3)C(=N)C2C#N)cc1CN1CCOCC1 (stereo not drawn)
-2.9,O=C(Nc1ccccc1I)C1C2CC3CC(C2)CC1C3 (stereo not drawn)
0.8,c1cnc(N2CCN(CCCOC3c4ccccc4CSc4ccccc43)CC2)nc1 (stereo not drawn)
14.0,CCN1CCN(C(=O)c2ccc3c(c2)N(Cc2cccc(Cl)c2)C(=O)c2ccccc2S3(=O)=O)CC1
11.1,Cc1cnc(CNC(=O)C2(N(C)CCc3ccccc3)Cc3ccccc3C2)cn1
-6.9,CCOC(=O)c1c(C)n(-c2ccccc2)c2ccc(O)cc12
0.2,COc1ccc(NC(=O)c2cc(-c3ccc(F)cc3)no2)cc1OC
5.2,Cc1cccc(OCc2nnc(SCC(=O)Nc3ccccc3F)n2C)c1
44.1*,COc1c(I)cc(I)cc1/C=C1/C(=O)NN(c2ccc(Br)cc2)C1=O
-0.2,COc1ccccc1CNC(=O)Cn1c(=O)oc2cc(S(=O)(=O)N3CCC(C)CC3)ccc21
10.8,COc1cccc(O)c1CN1CCC(C(Cc2ccccc2F)N(C)C(=O)c2cccs2)CC1 (stereo not drawn)
6.2,COc1ccc(CCC(=O)N2CCC(C3(CC(C)C)NC(=O)N(Cc4cccs4)C3=O)CC2)cc1 (stereo not drawn)
6.5,N=C1C=NC(=O)NC1c1ccoc1 (stereo not drawn)
-5.5,C=CCn1c(SCC(=O)NCc2ccc3c(c2)OCO3)nc2scc(-c3ccccc3)c2c1=O
2.6,NC(=O)c1ccc(F)c(S(=O)(=O)N2CCOCC2)c1
-7.4,Cc1ccc(C)c(Nc2nn3c(=O)c4ccc(C(=O)NC5CCCCC5)cc4nc3s2)c1
3.4,O=C(c1ccccc1F)N1CCN(Cc2ccccc2F)CC1
-3.6,Cc1ccc(CSc2nnc3c(n2)OC(c2ccccn2)Nc2ccccc2-3)cc1 (stereo not drawn)
-8.5,Fc1ccc(-n2nnnc2-c2c[nH]c3ccccc23)cc1
0.6,COc1cc(N)ccc1OCC(=O)N1CCOCC1
-9.1,c1ccc(CSc2nnc3c(n2)[nH]c2ccccc23)cc1
-5.5,COc1cc(/C=N/NC(=O)c2cc3c(ccc4ccccc43)o2)c([N+](=O)[O-])cc1OCc1ccccc1
1.9,COc1cccc(NC(=O)c2oc3ccccc3c2NC(=O)C2CCCCC2)c1
-2.1,O=C(Cn1ncc2c3ccccc3n(Cc3ccccc3)c2c1=O)NCCc1ccc(Cl)cc1
0.5,COC(=O)COc1ccc(-c2nnc(Nc3ccc(O)cc3)c3ccccc23)cc1
12.3,O=C1c2ccccc2C(=O)N1CN(CN1C(=O)c2ccccc2C1=O)C1CC1
1.0,CCOC(=O)c1c(-c2ccc(Cl)cc2)csc1NC(=O)c1cccc2ccccc12
-6.9,CC(C)Cc1cc(C(=O)NCc2ccc(Cl)cc2)no1
10.8,CN1CCC(C2CCN(Cc3cccc(-n4cccn4)c3)CC2)C1 (stereo not drawn)
-14.4,CC(=O)NC(=S)Nc1cc(Cl)cc(Cl)c1
8.6,COc1ccc(N(Cc2cccs2)C(=O)COc2cccc(C)c2C)cc1
0.1,Cc1ccc(S(=O)(=O)Nc2ccc3c(c2)OCO3)cc1
2.6,CCCNC(=O)Cc1ccc(Br)cc1
0.3,CCCOc1ccc2c(=O)c(Oc3ccccc3F)c(C)oc2c1
4.5,Brc1cccc(CSc2nnnn2-c2ccccc2)c1
1.4,COc1ccc(-c2nc3ccccc3c(=O)n2NC(=S)N(C)C)cc1

Next part:
ROC1-CUL1 inh,molecule
-10.5,CCc1ccc(-c2ccc(C(=O)O)c(C)n2)cc1
0.3,COc1ccc(/C(C)=N/Nc2ccc([N+](=O)[O-])cc2[N+](=O)[O-])c(OC)c1
-18.0,Cc1ccc(-n2nc(C)c3nc(CCC(=O)Nc4cccc(F)c4)c(=O)n(C)c32)cc1
-4.9,CCC(CC)C(=O)Nc1cc(-c2nc3cccnc3s2)ccc1C
3.0,CCOC(=O)c1c(Nc2cccc(C)c2)nnc(-c2ccccc2)c1-c1ccccc1
7.3,Cc1ccc(C2C(C(=O)OCc3ccccc3)C(=O)CC(C)(O)C2C(=O)OCc2ccccc2)cc1 (stereo not drawn)
9.4,C=CCC(Cc1onc(C)c1I)c1onc(C)c1I (stereo not drawn)
-0.1,COC(=O)c1c(NC(=O)C2CCC2)sc(C)c1-c1cccc(Cl)c1
-6.6,C#CC(C)(C)OCC(O)CN1CCN(c2ccccc2F)CC1 (stereo not drawn)
2.0,O=C(NC(=S)NCCC1=CCCCC1)c1cccs1
6.2,CN1C(=O)C(SCc2ccccc2)C(=O)c2ccccc21 (stereo not drawn)
2.4,Cc1ccc(NC(=O)c2ccc(NS(=O)(=O)c3cccc4cccnc34)cc2)c(C)c1
9.3,COC(=O)c1sc2nc3c(cc2c1N)CC(C)CC3 (stereo not drawn)
1.3,O=C(O)CC1CSc2ccccc2NC1=O (stereo not drawn)
7.5,N#CC1(c2ccccc2)CCCN1C(=O)c1ccccc1Cl (stereo not drawn)
-7.8,CN(c1ccccc1)S(=O)(=O)c1cccc(C(=O)O)c1
-1.2,Cc1ccc(NC(=O)[C@H]2O[C@@H]3OC(C)(C)O[C@@H]3[C@H]3OC(C)(C)O[C@H]32)cc1F
-11.4,CC(C)Oc1ccc(CNC(=O)CCn2c(=O)c3cccn3c3ccc(F)cc32)cc1
2.8,COc1ccc(C2=Nc3nc4ccccc4n3C(c3cc(Br)ccc3F)C2)cc1 (stereo not drawn)
-2.9,CCn1c(=O)c2c(nc3n2CC(C(C)(C)C)=NN3C(C)C)n(C)c1=O

Filtered by structure, the compounds so far with a tert-butyl group.
ROC1-CUL1 inh,molecule
-3.0,Cc1nc2scc(-c3ccc(C(C)(C)C)cc3)c2c(=O)n1N
5.8,COC(=O)c1c(NC(=O)CCCOc2ccc(C(C)(C)C)cc2)sc2c1CCC(C)C2 (stereo not drawn)
-2.9,CCn1c(=O)c2c(nc3n2CC(C(C)(C)C)=NN3C(C)C)n(C)c1=O

Only part of the results is shown (hit frequency here may not be typical).
